Screens (PubChem BioAssay)
IP6K1 inhibitor – Primary qHTS assay for small molecule inhibitors of Inositol hexaphosphate kinase 1 (IP6K1) | activity change, % (series mostly up to about 58 µM) | Inositol hexakisphosphate kinase 1 (Homo sapiens), Q92551 | 140,000 compounds, 0.81% hits | IP6K1 kinase, ADP-Glo luminescence, 2 h; stronger effect = lower value; in the data active = activity change below about -25%
Target sequence (Q92551 whole entry, looked up): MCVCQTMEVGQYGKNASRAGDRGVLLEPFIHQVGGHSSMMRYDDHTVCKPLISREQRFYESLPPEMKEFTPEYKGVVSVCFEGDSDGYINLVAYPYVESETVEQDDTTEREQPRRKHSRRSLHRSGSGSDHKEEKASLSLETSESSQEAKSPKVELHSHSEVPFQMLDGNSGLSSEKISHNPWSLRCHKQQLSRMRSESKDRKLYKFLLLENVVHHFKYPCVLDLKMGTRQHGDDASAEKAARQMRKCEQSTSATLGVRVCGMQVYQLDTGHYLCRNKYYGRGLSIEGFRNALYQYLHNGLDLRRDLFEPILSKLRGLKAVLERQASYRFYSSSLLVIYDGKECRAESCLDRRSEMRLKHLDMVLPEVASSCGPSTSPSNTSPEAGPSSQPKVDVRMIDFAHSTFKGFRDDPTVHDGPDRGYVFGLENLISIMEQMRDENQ
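ADP-Glo luminescence measures ADP made by human IP6K1 during a 2 h RT reaction with ATP/IP6 (mix at 1.3 mM/130 uM); top library doses 57.5 and 19.1 uM final.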
GPT2 inhibitor – Primary qHTS assay for inhibitors of Glutamate pyruvate transaminase 2 (GPT2); Potency, µM (doses to about 57.7 µM), without a hit: at the highest dose activity change, negative = inhibition, usual class: inhibitors; Alanine aminotransferase 2 (Homo sapiens), Q8TD30; Recombinant GPT2, coupled pyruvate oxidase/HRP Amplex Red fluorescence; 100,000 compounds, 0.25% hits; also: potency is read from the fitted curve at half-maximal effect; nearly all actives have a fitted effect of over 60% in size; many of its hits are not listed in these tables
Target sequence (Q8TD30 whole entry, looked up): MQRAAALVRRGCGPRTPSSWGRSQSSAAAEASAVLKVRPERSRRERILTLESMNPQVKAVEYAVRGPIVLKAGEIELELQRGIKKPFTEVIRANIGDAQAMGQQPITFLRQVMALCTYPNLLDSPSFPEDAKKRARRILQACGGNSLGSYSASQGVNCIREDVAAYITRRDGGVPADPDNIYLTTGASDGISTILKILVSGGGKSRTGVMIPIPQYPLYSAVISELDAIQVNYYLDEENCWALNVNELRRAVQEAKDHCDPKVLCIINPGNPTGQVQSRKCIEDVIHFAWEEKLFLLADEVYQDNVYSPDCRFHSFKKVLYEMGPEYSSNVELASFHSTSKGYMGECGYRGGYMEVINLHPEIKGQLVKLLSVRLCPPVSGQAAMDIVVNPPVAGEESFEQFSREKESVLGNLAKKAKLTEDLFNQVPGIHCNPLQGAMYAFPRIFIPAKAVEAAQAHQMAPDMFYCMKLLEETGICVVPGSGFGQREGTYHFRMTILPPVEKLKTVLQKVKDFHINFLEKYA
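Fluorescence read-out: pyruvate from GPT2 turnover coupled to pyruvate oxidase, HRP and Amplex Red (0.2mM ThPP, 0.2U/mL PO and HRP, 50uM Amplex final). Substrates 250uM a-KG, 2mM L-alanine; enzyme 10ng/uL; 30 min RT.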
SNCA expr inh – Primary qHTS assay for inhibitors of alpha-synuclein gene (SNCA) expression | 140,000 compounds, 0.17% hits | Potency, µM (series often up to 57.2 µM), inactives show at the highest dose activity change, negative = inhibition, actives largely listed as inhibitors | HEK-293 SNCA-luciferase knock-in, luminescence, 24 h;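 also: potency is read from the fitted curve at half-maximal effect; plate controls were DMSO cells for no effect and cell-free wells for full effect; nearly all actives have a fitted effect of over 45% in size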
HEK293 viab – GF-AFC viability counterscreen for inhibitors of alpha-synuclein gene (SNCA) expression; 150,000 compounds, 0.12% hits; Potency, µM (highest dose often 57.1 µM), for the others: at the highest dose activity change, negative = cytotoxicity, hits mostly cytotoxic; HEK-293-SNCA-luc viability, GF-AFC fluorescence, 24 h;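 also: potency is read from the fitted curve at half-maximal effect; 0% = DMSO-treated cells and -100% = medium-only wells without cells; nearly all actives have a fitted effect of over 30% in size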
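HEK-293-SNCA-luc cells (1500/well) plated 24 h, then exposed 24 h to a dilution series; GF-AFC added 30 min at 37C, fluorescence 405/540 nm; normalised to medium-only and DMSO wells, Hill fit.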
HEK293 tox – Cytotoxic Profiling in HEK 293 Cell Line of Diverse Libraries Using Quantitative High-Throughput Screening; HEK 293 viability, ATP luminescence (CellTiter-Glo), 48-72 h; Potency, µM (highest dose often 115 µM), for inactives: top-dose activity change, negative = cytotoxicity, hits mostly inhibitors; 94,000 compounds, 6.6% hits; AID 1345083, 2018; also: potency is read from the fitted curve at half-maximal effect; nearly all actives have a fitted effect of over 60% in size
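ATP-coupled CellTiter-Glo luminescence served as viability read-out, recorded 10 min after reagent addition at room temperature. HEK 293 cells, 250 cells/well, had been incubated with pintool-transferred compound for 48 or 72 hr at 37 degree Celsius.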
NIH3T3 tox – Cytotoxic Profiling in NIH 3T3 Cell Line of Diverse Libraries Using Quantitative High-Throughput Screening | NIH 3T3 viability, CellTiter-Glo ATP luminescence, 48-72 h | Potency, µM (top dose mostly 96.7 µM), without a hit: at the top dose activity change, negative = cytotoxicity, actives largely listed as inhibitors | 94,000 compounds, 4.3% hits; also: potency is read from the fitted curve at half-maximal effect; nearly all actives have a fitted effect of over 55% in size
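Mouse fibroblast NIH 3T3 cells, 400 per well, received compound via pintool and were incubated for 48 or 72 hr prior to CellTiter-Glo ATP luminescence measurement.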
FLuc inh – Firefly luciferase inhibition profiling of diverse chemical library using quantitative high-throughput screening. Potency, µM (doses to about 115 µM), for the others: at the top dose activity change, negative = inhibition, usual class: inhibitors. AID 1347043, 2019. 76,000 compounds, 2.5% hits. Luciferin 4-monooxygenase (Photinus pyralis), P08659. purified P. pyralis luciferase, luminescence, biochemical; also: potency is read from the fitted curve at half-maximal effect; nearly all actives have a fitted effect of over 65% in size
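Luminescence read by CCD imaging after purified firefly luciferase (10nM final) was added to substrate buffer holding 10uM D-luciferin and 10uM ATP, pH 7.5, pre-dosed with compound.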
Starred values were filed as active, the others as inactive; i = inactive; ? = inconclusive; . = not tested or not shown; [ ] = dose if it differs, or a comment. Unless noted, calls follow the shape of the dose curve; as a rule, active = well fitted curve in the direction sought with a large enough effect; inconclusive = small, poorly fitted or top-dose-only effect, or another doubt; inactive = no such curve, though single readings can be large; an effect the other way counts as inactive or inconclusive. Unless noted, % is scaled to controls: 0 for no effect and ±100 for the full control effect. These rows are one share of the data. The share of hits here may be higher or lower than overall.

SMILES	IP6K1 inhibitor	GPT2 inhibitor	SNCA expr inh	HEK293 viab	HEK293 tox	NIH3T3 tox	FLuc inh
COC(=O)c1sccc1S(=O)(=O)N(CC(=O)NCc1ccc(F)cc1)c1ccccc1	-3	.	?	-4%	.	.	.
COc1ccc(C(=O)N2CCC3(CC2)CC(CO)N(C(=O)c2ccccc2)C3)cc1 (configuration not stated)	-6	i	-7%	7%	-15%	-16%	6%
O=C1COCC2(CN1Cc1ccccc1)CN(C(=O)c1cncc(F)c1)C2	6	1%[88.5 µM]	-23%[87.6 µM]	4%[87.6 µM]	?	i	-1%[172 µM]
Cc1ccc(N2CC(C(=O)NCCS(=O)(=O)N3CCN(c4ccccc4F)CC3)CC2=O)cc1 (configuration not stated)	21	.	1%	8%	.	.	.
O=C(C1CCCN1C(=O)c1ccc(Cl)nc1)N1CCC(N2CCOCC2=O)CC1 (configuration not stated)	24	0%	13%	0%	0%	-24%	.
O=C(Nc1ccccc1)N[C@H]1CO[C@H]2[C@@H]1OC[C@@H]2n1cc(CC2CCCCC2)nn1	-3	i	14%[87.6 µM]	1%[87.6 µM]	-32%[172 µM]	?	-22%[172 µM]
Cc1[nH]c(=O)[nH]c(=O)c1S(=O)(=O)N1CCN(c2cccc(Cl)c2)CC1	1	.	6%	8%	.	.	.
Cc1ccccc1CN1CC[C@@H]2OCC(=O)N(C(C)C)[C@H]2CC1	-2	-11%[88.5 µM]	-1%[87.6 µM]	-2%[87.6 µM]	?	-24%[138 µM]	-1%[172 µM]
COc1ccccc1NC(=O)CSC1=Nc2ccccc2C2=NC(CC(=O)NCc3cccs3)C(=O)N12 (configuration not stated)	13	.	1%	6%	.	.	.
CN(C)[C@@H]1CN(C(=O)c2ccc(F)cc2Cl)C[C@H]1CO	-11	i	37%[activator]	3%	i	-6%	0%
CC(C)N1CC(C(=O)NCc2cccc(Cl)c2)NC1=O (configuration not stated)	1	i	2%[87.6 µM]	8%[12.5 µM]	-9%[172 µM]	-23%[138 µM]	.
COc1cccc(CCC(=O)N(C)C2CCc3nn(CC4CC4)c(=O)n3CC2)c1 (configuration not stated)	-11	-13%	-2%	-5%	-18%	-2%	4%
COc1ccc(-n2c3c(cc(-c4nc(-c5ccc(Cl)cc5)cs4)c2=O)C(=O)CC(C)(C)C3)cc1	28	.	51%[activator]	12%	.	.	.
O=C(O)CCC1CCN(c2cc(NC3CC3)ncn2)CC1	2	i	1.1µM*	-6%	5%	-12%	5µM*
COc1ccccc1N1CCN(Cc2nc(-c3cc(OC)c(OC)c(OC)c3)no2)CC1	9	.	-10%	0%	.	.	.
Cc1cc(Nc2cc(NC(=O)c3c(Cl)cccc3Cl)ccn2)nc(N)n1	.	i	?	?	.	.	.
O=C(NCc1ccncc1)c1cc(-c2ccc(Cl)cc2Cl)c2cccn2n1	-5	-9%	10%	-6%	?	?	.
COc1ccc(Cl)c2sc(NC(=O)c3ccc(S(=O)(=O)N4CCCC4)cc3)nc12	-8	.	-24%	-4%	.	.	.
CC(C)=CCN1CCNC(=O)C1CC(=O)O (configuration not stated)	0	i	-13%	6%	13%	i	-1%
Cc1oc(-c2ccccc2F)nc1CSCC(=O)NCc1ccccc1	-8	.	13%	-10%	.	.	.
O=C(O)c1ccc(CN2CCC[C@@H](O)[C@H](NC(=O)c3ccc(OCc4ccccc4)cc3)C2)cc1	0	-4%	13%	5%	i	?	-11%
Cc1nc(-c2ccc(F)cc2)n(CC(=O)Nc2cccc(C(F)(F)F)c2)c(=O)c1CCO	-5	-8%	?	?	20µM*	22µM*	2%
CCc1noc(-c2cn(C3CCCN(C(=O)c4ccc(F)c(Cl)c4)C3)nn2)n1 (configuration not stated)	18	-12%	-15%	-12%	-7%	?	-5%
CC(C)Cn1c(=O)c(C(=O)N2CCN(C(=O)c3ccccc3)CC2)nc2cccnc21	-5	-7%	6%	2%	-16%	-26%	.
O=C(NC1CCCCC1)N1CCN(C(=O)N2CC3CC(C2)[C@H]2CCCC(=O)N2C3)CC1 (some centres not stated)	26	i	28%	3%	-7%	i	-5%
COc1ccccc1-c1cc(C(=O)NCc2ccccc2F)c2cnn(C)c2n1	5	.	.	.	-12%	-19%	.
COc1ccccc1C(=O)N1CC(CNc2cccnc2)C2(C1)CN(c1ccccc1)C2 (configuration not stated)	6	-9%[88.5 µM]	-18%[87.6 µM]	5%[87.6 µM]	?	?	-2%[172 µM]
COc1ccc(NC(=O)CN2C(=O)C3(SCC(=O)N3c3ccccc3)c3ccccc32)cc1Cl (configuration not stated)	23	.	-14%	-11%	.	.	.
COc1ccc(OC)c(-c2nc3c(C)cccc3cc2CN2CCCC(O)C2)c1 (configuration not stated)	22	5%[11.5 µM]	?	?	?	-7%	6%
Cc1ccccc1S(=O)(=O)N1CCC(n2cnnc2C2CC2)CC1	12	-15%	-12%	9%	-5%	-18%	-8%
COCCNC(=O)[C@@H]1C[C@@H](c2ccc(F)cc2)N([S+](=O)([O-])c2cccnc2)C1	-3	2%[88.5 µM]	30%[activator][87.6 µM]	3%[87.6 µM]	?	2%[138 µM]	-2%[172 µM]
CC(C)c1nc2c(c(-c3ccc(O)cc3)n1)CN(C(=O)c1ccc(F)cc1)CC2	-1	i	23%	-3%	1%	-20%	-8%
Cc1ccc(C)c(NC(=O)C2CCN(c3nn4c(=O)cc(C)nc4s3)CC2)c1	-13	.	-4%	16%	.	.	.
COc1nccc(N2CCC(CC(=O)N3CCN(C(C)=O)CC3)CC2)n1	18	-2%	19%	3%	-24%	-34%	-4%
NC(N)=NC(=O)c1nc(Cl)c(N2CCCCCC2)nc1N	.	1%	8%	-11%	.	.	.
O=C(N[C@H]1CO[C@H]2[C@@H]1OC[C@@H]2n1nnnc1Oc1ccc(-n2ccnc2)cc1)C1CCCCC1	-11	?	3%	-7%	-26%	-11%	10%
O=C1Nc2ccccc2CC12CCCCN2[S+](=O)([O-])c1cccs1 (configuration not stated)	0	i	9%	-3%	-9%	-33%	-8%
Cc1occc(=O)c1O[C@@H]1O[C@H](COC(=O)CC(C)(O)CC(=O)O)[C@@H](O)[C@H](O)[C@H]1O (some centres not stated)	-4	i	.	2%[23.9 µM]	.	.	.
O=C(CN1C(=O)C(c2ccccc2)=NC12CCCCCC2)Nc1cccc(Cl)c1	38	-11%	-24%	8%[12.5 µM]	?	?	-5%
O=C(c1ccc(N2CCC(CO)CC2)nc1)N1CCC(N2CCOCC2)CC1	-6	-7%	11%	-1%	3%	-3%	12%
COc1ccc(C2Cn3nnc(-c4noc(-c5ccccn5)n4)c3CO2)cc1 (configuration not stated)	22	i	107%[activator]	-3%	-29%	-12%	-5%
COc1ccc(CNC(=O)C[C@@H]2c3nc(NC(=O)c4c(F)cccc4F)sc3C[C@@H]3[C@](C)(CO)[C@H](O)CC[C@]32C)cc1	-10	i	-5%	0%	?	-9%	8%
COCCNC(=O)c1cc(-c2ccccc2OC)c2cccn2n1	-9	?	136%[activator][87.6 µM]	-3%[87.6 µM]	?	?	.
CCOC1CCOC2(CCN(C(=O)c3n[nH]c4ccccc34)CC2)C1 (configuration not stated)	-18	-6%	?	11%[12.5 µM]	9%	-15%	-8%
c1ccc2sc(C3CCCN(Cc4cc5n(n4)CCNC5)C3)nc2c1 (configuration not stated)	-15	1%	52%[activator]	-1%	-29%	-16%	-1%
Cc1cnc(CNC(=O)C2(N3CCCCC3)Cc3ccccc3C2)cn1	0	3%	-3%	-6%	-10%	-6%	1%
COc1cccc(N2CCN(C(=O)c3ccc(C)c(NC(=O)c4nsc5ccccc45)c3)CC2)c1	14	.	46%[activator]	6%	.	.	.
Cc1ccc(-c2nc(CS(=O)(=O)CC(=O)N3CCN(c4cccc(C)c4C)CC3)c(C)o2)cc1	9	.	-22%	3%	.	.	.
COc1ccc(S(=O)(=O)N2CCC(c3nnnn3-c3ccccc3)CC2)cc1OC	-5	.	?	-1%	.	.	.
COc1ccc(Cl)cc1NC(=O)CCn1c(=O)oc2ccccc21	-9	.	18%	2%	.	.	.
CC(=O)Nc1cccc(NC(=O)Cn2nc3c(cc2=O)CCCCC3)c1	2	5%	-16%	-5%	-24%	-13%	3%
Cc1ccc(NC(=O)Cn2c(C)cc3nc4n(c(=O)c32)CCCC4)c(C)c1	-11	i	4%	-15%	-7%	-24%	2%
COc1ccc2nc3n(c2c1)[C@@H](CNCc1ccc(C(=O)O)cc1)COC3	2	-4%[88.5 µM]	-5%[87.6 µM]	-1%[87.6 µM]	i	-3%[138 µM]	-5%[172 µM]
Cc1oc(-c2ccc(C(=O)NCc3cccc(F)c3)cc2)nc1COc1ccccc1	2	.	-21%	2%	.	.	.
O[C@@](Cc1ncc(CC2(C(F)(F)F)CC2)[nH]1)(c1ccc(-n2cccn2)cc1)C(F)(F)F	-21	?	.	2%	.	.	.
